Compound activity deposited in PubChem by several laboratories.
CTSL1 counter: blocks F. hepatica cathepsin L1 in PFM18AAP counter-screen; hit rate 0.49% among 300,000; inhibition, % at 5.96 µM; recombinant F. hepatica cathepsin L1, Z-Leu-Arg-MCA fluorescence;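 active = inhibition above the mean of all tested compounds plus 3 SD, set per screening campaign, cut at about 17% in these data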;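 note: 0% = plate median of test compound wells and 100% = 1 µM Z-Phe-Ala-diazomethylketone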
Efflux pump inh: blocks antifungal efflux pumps in multiplex yeast assay | hit rate 0.44% among 330,000 | S. cerevisiae Candida pump triplex, Nile Red efflux | inhibition, % at 10 µM;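 active = plate passing quality check with inhibition over a set limit, or well fluorescence over plate mean plus 4 SD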;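 note: Nile Red retained in pooled yeast measured as flow cytometry median fluorescence; 0% = buffer negative control and 100% = Enniatin B positive control; higher means more Nile Red kept so more efflux inhibition; some compounds called inactive have numbers as strong as hits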
PP5 primary: blocks human protein phosphatase 5 activity; hit rate 0.18% among 320,000; P53041; purified PP5c, OMFP substrate fluorescence; inhibition, % at 6.7 µM; AID 1987;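 active = inhibition above the campaign's mean inhibition across all tested compounds plus 3 SD, cut at about 9.5% in these data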;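 note: 0% = DMSO only and 100% = 100 µM cantharidin control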
PP1 counter: counter-screen for PP5 inhibitors: inhibitors of human PP1-alpha | P62136 | purified PP1alpha, OMFP fluorescence | inhibition, % at 6.7 µM | hit rate 0.9% among 320,000 | AID 2235;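 active = inhibition above the mean inhibition of all tested compounds plus 3 SD, computed separately for each screening campaign, cut at about 15% in these data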
Target sequence (P62136 whole entry, looked up): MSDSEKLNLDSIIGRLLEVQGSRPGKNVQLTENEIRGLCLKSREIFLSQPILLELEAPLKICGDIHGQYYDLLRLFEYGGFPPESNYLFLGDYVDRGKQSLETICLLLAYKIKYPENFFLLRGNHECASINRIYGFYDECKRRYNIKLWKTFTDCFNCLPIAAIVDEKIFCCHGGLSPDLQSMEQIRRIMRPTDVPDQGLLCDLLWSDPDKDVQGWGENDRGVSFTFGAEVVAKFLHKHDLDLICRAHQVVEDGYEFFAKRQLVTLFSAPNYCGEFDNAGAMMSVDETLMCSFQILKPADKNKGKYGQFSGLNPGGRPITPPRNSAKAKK
proCasp7 act: activates human procaspase-7, counter-screen for procaspase-3 activators | recombinant procaspase-7, Ac-DEVD-pNA absorbance 405 nm; D23A/D198A/D206A triple mutant, cannot self-cleave; scale: DMSO 0, 5 µM enzyme 100 | activation, % at 8.5 µM | hit rate 0.093% among 330,000;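 active = percent activation above the screen-wide mean plus 3 SD, cut at about 25% in these data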
Target sequence (P55210 whole entry D23A/D198A/D206A): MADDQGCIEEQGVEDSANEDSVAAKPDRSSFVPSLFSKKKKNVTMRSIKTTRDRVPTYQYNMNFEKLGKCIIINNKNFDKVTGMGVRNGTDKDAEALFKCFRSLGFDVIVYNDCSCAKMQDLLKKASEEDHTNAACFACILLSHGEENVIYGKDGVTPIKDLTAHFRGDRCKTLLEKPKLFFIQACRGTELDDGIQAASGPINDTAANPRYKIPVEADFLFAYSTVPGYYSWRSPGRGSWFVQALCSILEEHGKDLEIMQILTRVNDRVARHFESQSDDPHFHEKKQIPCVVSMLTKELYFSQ
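Replicates: singlicate. Assay system: Procaspase-7 triple mutant (PC-7 D3A). Signal: 405 nm absorbance of p-nitroaniline. Times: 1 h preincubation, 2 h reaction. Buffer or medium: Zinc-free HEPES pH 7.4 with 300 mM NaCl, 0.01% Triton X-100. Also added: DEVD-pNA substrate. Benchmarks: DMSO wells as 0%, DMSO with 5 µM added PC-7 as 100%.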
JMJD2C inh: human JMJD2C demethylase inhibition | Q9H3R0 | GST-JMJD2C(1-420) H3K9me3 demethylation, DELFIA europium | inhibition, % at 2.35 µM | hit rate 0.069% among 330,000 | AID 2099;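 active = more than half of a compound's replicate wells show inhibition beyond 50%, single wells judged on their own value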;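 note: signal counts dimethyl H3K9 product captured on neutravidin plate; 0% = median of DMSO wells and 100% = 0.3 times that DMSO median; strong numbers were not always called active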
Target sequence (Q9H3R0 1-420 limits assumed): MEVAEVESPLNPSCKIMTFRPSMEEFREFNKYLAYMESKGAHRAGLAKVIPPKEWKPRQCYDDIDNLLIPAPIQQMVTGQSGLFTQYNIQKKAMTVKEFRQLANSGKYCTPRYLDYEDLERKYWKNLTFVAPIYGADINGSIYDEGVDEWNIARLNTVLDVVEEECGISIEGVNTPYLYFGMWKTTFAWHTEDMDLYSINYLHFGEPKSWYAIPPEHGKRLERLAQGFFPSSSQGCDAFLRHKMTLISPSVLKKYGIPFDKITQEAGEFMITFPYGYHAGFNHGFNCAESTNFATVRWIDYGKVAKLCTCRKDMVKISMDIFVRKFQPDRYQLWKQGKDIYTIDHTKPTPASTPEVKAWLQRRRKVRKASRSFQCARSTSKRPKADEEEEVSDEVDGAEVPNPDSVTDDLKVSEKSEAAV
core dimer inh: blocks dimerization of HCV core protein | hit rate 0.33% among 300,000 | inhibition, % at 5 µM | TR-FRET GST/Flag-core106 dimerization, 1536-well;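 active = inhibition above the mean of all tested compounds plus 3 SD, set per screening campaign, cut at about 45% in these data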
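Material: GST/Flag-tagged HCV core106 proteins. Incubation: 4 h, 22.5 °C incubation. Read-out basis: inhibition (%) from 671 over 617 nm ratio. Measured by: TR-FRET, excitation 340 nm, emission 617 and 671 nm.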
TPT1 inh: inhibitors of Candida albicans tRNA 2'-phosphotransferase TPT1 | recombinant caTPT1, FP RNA substrate dephosphorylation | inhibition, % at 5 µM | hit rate 0.81% among 300,000;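 active = inhibition above the mean of all tested compounds plus 3 SD, set per screening campaign, cut at about 24% in these data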;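 note: plate controls were DMSO alone for no effect and ferristatin control at 100 nM for full effect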
proCasp3 act: activators of human procaspase-3; activation, % at 8.5 µM; hit rate 0.11% among 330,000; AID 463141; recombinant procaspase-3 D3A, Ac-DEVD-pNA absorbance 405 nm; P42574;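 active = activation above the mean of all tested compounds plus 3 SD, cut at about 21% in these data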;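 note: 0% = DMSO alone and 100% = DMSO wells spiked with extra 5 µM PC-3 D3A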
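Assay system: Autoprocessing-dead procaspase-3 D3A mutant enzyme; also added: Ac-DEVD-pNA; doses: one concentration, 8.5 µM nominal, 0.8% DMSO; times: 1 h compound preincubation, 2 h substrate hydrolysis at 25 °C; technique: 405 nm absorbance of p-nitroaniline, reads at 0 and 120 min; measure: % activation between DMSO and enzyme-spiked controls; repeats: single replicate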
* marks the source's active call; other numbers are inactive results; i = inactive; · = no result given.

SMILES	CTSL1 counter	Efflux pump inh	PP5 primary	PP1 counter	proCasp7 act	JMJD2C inh	core dimer inh	TPT1 inh	proCasp3 act
CCn1c(SCC(=O)C(C)(C)C)nnc1-c1cccnc1	-4	-0.1	-0.6	-5	7	3	-6	3	0
COc1ccc(S(=O)(=O)N2CCC(c3nc4ccccc4[nH]3)CC2)cc1	1	0.1	-1.4	1	-7	7	1	0	1
O=C(Nc1ccc(S(=O)(=O)NCc2ccco2)cc1)c1ccc(F)cc1	-3	-0.1	0.0	1	4	15	-1	1	4
O=C(c1ccccc1F)N1CCN(Cc2ccc3c(c2)OCO3)CC1	-3	-0.1	-2.2	-3	15	-4	-7	-1	-2
c1ccc2c(c1)ncn2CCCCOc1ccc2c(c1)CCC2	-3	-0.1	5.3	16*	14	1	-1	-6	8
Cc1nc(-c2ccccc2)[nH]c(=O)c1Oc1ccc(Cl)cc1Cl	3	-0.1	0.7	-2	-8	-3	0	-3	2
O=C(/C=C/c1ccc(Cl)cc1Cl)c1ccc[nH]1	1	-0.1	1.6	-2	-1	-47	-1	0	-3
O=C(COC(=O)c1c(Cl)cccc1Cl)NC1CCCCC1	4	0.1	-0.5	-3	5	-11	3	-3	-1
COCCCNC(=O)CC1C[C@H](C(=O)N(C(C)C)C(C)C)[C@@]2(C)c3[nH]c4ccccc4c3CCN2C1=O (some centres not stated)	·	-0.2	·	·	4	4	·	·	12
COc1ccc(CCNc2nc(-c3ccncc3)cs2)cc1OC	-1	0.0	-0.6	-1	0	-10	2	-3	5
COc1ccc(C(=O)NCc2c(C)nn(Cc3ccccc3)c2C)cc1S(=O)(=O)N1CCOCC1	·	0.3	1.3	-3	-4	-9	·	·	-2
CC(C)N1CCC(NC(=O)Nc2ccccc2)CC1	1	-0.1	0.5	1	-2	13	3	-2	6
Cc1ccc2nc(N(CCCN(C)C)C(=O)c3ccc(S(=O)(=O)N(C)C)cc3)sc2c1	-1	0.0	1.1	2	-5	8	-6	-1	-5
O=C(CSc1nnc(-c2ccccc2Br)o1)N1CCN(C(=O)c2ccco2)CC1	1	0.0	-2.0	-6	4	i	-1	-1	-1
Cc1c(NC(=O)COc2ncnc3c(Cl)cc(Cl)cc23)c(=O)n(-c2ccccc2)n1C	4	0.0	2.6	2	-9	-9	-7	2	2
O=C(CCNC(=O)c1ccco1)Nc1ccc(Cl)cc1	-2	0.1	-1.1	-3	-1	2	3	2	-2
CN(C)c1ccc(/C=C(\C#N)C(=O)c2ccccc2)cc1	1	0.5	1.1	-2	-16	-6	-4	158*	1
COC(=O)CSc1nnc(-c2cccnc2)n1-c1cccc(OC)c1	5	-0.1	-1.5	-3	4	2	4	-2	-3
CC1CCN(S(=O)(=O)c2ccc(C(=O)N(C)C3CCS(=O)(=O)C3)cc2)CC1 (configuration not stated)	2	-0.1	-2.0	-5	7	8	-5	-1	9
Cc1ccc(NC(=S)NNC(=O)c2ccc(N3CCOCC3)c([N+](=O)[O-])c2)cc1C	9	-0.5	4.5	1	0	-7	6	-1	-1
Cc1c2cnn(CC(=O)NCCN3CCOCC3)c(=O)c2c(C)n1Cc1ccccc1	2	-0.2	-0.1	-3	-8	38	0	-3	1
C[N+]1(CC(=O)NNc2c3ccccc3nc3ccccc23)CCOCC1	10	-0.1	1.3	-3	-5	-2	-17	4	-10
COc1ccc(/C=N/Nc2nn3cnnc3c3ccccc23)cc1	0	0.0	-1.9	-7	4	-17	6	-4	-2
CC(=O)C1(O)C(C)CC2C3CCC4CC(O)CCC4(C)C3=CCC21C (configuration not stated)	0	0.0	4.2	1	4	-4	-2	3	-2
COc1cccc(C2C(C(N)=O)=C(C)Nc3nc(-c4cccc(Cl)c4)nn32)c1 (configuration not stated)	1	-0.1	4.6	3	-12	33	-9	-4	3

Random excerpt: two records from the list.
SMILES	CTSL1 counter	Efflux pump inh	PP5 primary	PP1 counter	proCasp7 act	JMJD2C inh	core dimer inh	TPT1 inh	proCasp3 act
Cc1ccc2nc(N(CCCN(C)C)C(=O)c3ccc(S(=O)(=O)N(C)C)cc3)sc2c1	-1	0.0	1.1	2	-5	8	-6	-1	-5
CN(C)c1ccc(/C=C(\C#N)C(=O)c2ccccc2)cc1	1	0.5	1.1	-2	-16	-6	-4	158*	1

Later entries
SMILES	CTSL1 counter	Efflux pump inh	PP5 primary	PP1 counter	proCasp7 act	JMJD2C inh	core dimer inh	TPT1 inh	proCasp3 act
Cc1ccccc1-c1nnn(Cc2cccc(S(=O)(=O)N3CCOCC3)c2)n1	·	0.1	3.8	2	17	13	·	·	-2
CCN(CC)S(=O)(=O)c1ccc(NC2CCCc3ccccc32)nc1 (configuration not stated)	2	0.0	4.0	2	6	0	5	4	2
CC(C)=CCCC(C)CN1CCC(N2CCC(C(=O)NC(C)C)CC2)CC1 (configuration not stated)	-1	-0.1	0.8	-3	5	-13	-3	1	2
CCC(=O)N1N=C(c2c(-c3ccccc3)c3cc(Cl)ccc3[nH]c2=O)CC1c1ccco1 (configuration not stated)	1	0.0	-0.6	27*	0	-30	17	3	7
Cc1ccc(N2CCN(CC(O)COC3CCCCC3)CC2)cc1 (configuration not stated)	1	0.1	2.2	4	4	-2	0	1	5
CCc1ccc(-c2nnn(CCC(=O)OC)n2)cc1	-2	0.2	-0.5	2	6	1	-2	-4	0
COc1ccc(C(=O)NC(=S)NNC(=O)c2cccc(C)c2)cc1	0	0.1	0.8	3	-21	-6	1	0	-8
CCOc1ccccc1NC(=O)C1CCCN(S(=O)(=O)c2c(C)[nH]c(=O)[nH]c2=O)C1 (configuration not stated)	0	-0.1	1.2	-6	6	5	6	0	3
CC(C(=O)N1c2ccccc2CC1C)N1CCN(S(=O)(=O)c2ccccc2F)CC1 (configuration not stated)	·	0.3	-0.3	0	-7	14	·	·	6
COc1ccccc1N1CCN(C(=O)CSc2nc3ncnc(N)c3[nH]2)CC1	-2	0.3	-0.8	1	4	-17	-4	1	1
O=C(Nc1ccc2c(c1)nc1n2CCOC1)c1ccco1	0	-0.1	3.6	4	-5	-13	-3	-2	8
CC(C)n1nnnc1SCC(=O)c1c(N)n(C2CC2)c(=O)[nH]c1=O	·	0.1	-0.9	-4	-7	-2	·	·	-7
CCCCNC(=S)N/N=C/c1cc(C)ccc1C	3	0.1	-1.0	1	11	-7	3	-1	8
CCn1c(COc2ccccc2)nnc1SCC(=O)C(C)(C)C	0	0.0	3.7	1	7	-10	5	-5	2
Cc1ccc(O)c(CNc2nc3ccccc3n2C(C)C)c1	-2	0.2	4.8	0	-2	-4	-7	-2	5
COc1ccc(C)cc1NC(=O)Nc1ccccc1SC	0	-0.1	2.3	-1	0	-2	2	-3	-2
COc1ccc(CCn2c(=N)c(C(=O)NCC3CCCO3)cc3c(=O)n4cccc(C)c4nc32)cc1OC (configuration not stated)	-4	0.1	-0.8	-4	-3	-5	9	4	7
CC(C)NC(=O)COc1ccc(Cl)cc1Cl	0	-0.1	1.6	-3	5	-5	-5	-3	3
Cc1nc2ccc(C(=O)c3ccccc3)cc2[nH]1	2	0.0	1.0	-4	8	2	0	-4	6
COc1cccc2cc(/C(=N/O)c3ccc(Br)cc3)oc12	0	0.0	4.7	-2	11	-3	3	-2	3
COC1(OC)C(/C=C/c2ccc(Cl)cc2)C(C#N)(C#N)C1(OC)OC (configuration not stated)	0	-0.1	3.8	-5	3	0	5	0	-11
Cc1cc(NC(=O)CSc2nnc(-c3ccco3)n2Cc2ccccc2)no1	0	0.0	0.9	-2	16	9	-7	-1	6
C[N+]1(CC(=O)OC2CCCCCCCCCCC2)CCCC1	8	0.7	-3.3	8	-14	-13	-6	-2	-6
O=C(/C=C/c1ccccc1)Nc1cccnc1Cl	2	0.0	-0.3	0	13	7	-11	-2	0
CN1C(=O)c2ccccc2OC1(C)Cc1ccccc1 (configuration not stated)	3	-0.1	1.1	-1	-1	3	2	-1	4
SMILES	CTSL1 counter	Efflux pump inh	PP5 primary	PP1 counter	proCasp7 act	JMJD2C inh	core dimer inh	TPT1 inh	proCasp3 act
Cc1ccc(S(=O)(=O)N2CCCCC2)cc1NC(=O)CCNC(=O)c1ccccc1	·	-0.1	·	·	5	9	·	·	13
O=C(CSc1nncn1-c1ccccn1)Nc1cccc(Cl)c1	7	0.2	1.1	-2	-5	-13	-4	-1	5
O=C(COC(=O)C1=COCCO1)NC1CCCCCCC1	-3	-0.1	-2.8	-7	-2	7	-6	-2	-1
CCCCn1c(=O)[nH]c(=O)c2c1nc(-c1ccc(C)c([N+](=O)[O-])c1)n2CC	3	0.1	3.7	2	14	1	-1	0	-5
COc1ccc(CNC(=O)C(C)N2CCN(S(=O)(=O)c3ccccc3F)CC2)cc1 (configuration not stated)	·	0.2	1.4	-3	-2	9	·	·	-1
CC1CN(CC(=O)NN=C(c2ccccc2)c2ccccc2)CC(C)O1 (configuration not stated)	1	0.0	-0.7	-2	0	-5	5	-1	9
COc1ccc(CCNC(=O)COc2cc(O)c3c(c2)OC(C)(C)CC3=O)cc1	-1	0.0	1.4	1	1	-1	10	-2	3
COC(=O)c1c(NC(=O)CN2C(=O)C(=O)N(CC(C)C)C2=O)sc(C)c1C	1	0.0	3.3	2	3	3	1	-2	3
CCCOc1ccc(C(=O)Nc2ccc(CN3CCOCC3)cc2)cc1	-3	0.1	2.5	-2	-3	43	-9	2	-1
C=CCn1c(SCC(=O)NCC(=O)OCC)nnc1-c1cccc(OC)c1	1	-0.1	0.9	1	10	6	-1	-6	13
Cc1ccc(C)c(OC(=O)c2ccncc2)c1	-1	-0.1	2.5	0	11	-14	-3	-2	13
CCCCNC(=O)c1ccc(NS(=O)(=O)c2ccccc2)cc1	-3	0.1	0.6	2	-9	6	3	-2	3
CCOc1cc(S(=O)(=O)NCc2ccncc2)c(C)cc1C	-3	0.1	1.3	0	6	2	5	-1	-9
O[C@@H](c1cc(C(F)(F)F)nc2c(C(F)(F)F)cccc12)[C@H]1CCCCN1	-1	0.0	2.8	6	-4	-35	-19	4	0
Cc1ccc2c(c1)COc1c3ccc(C(=O)NCC4CC4)cc3nn1-2	5	-0.2	2.4	-3	-1	4	-26	-3	6
O=C(c1ccccc1[N+](=O)[O-])N1CCN(Cc2ccc3c(c2)OCO3)CC1	-1	0.0	1.9	-2	-3	-41	-1	-1	9
O=C(c1ccc(F)cc1)n1cc(C(=S)N2CCOCC2)c2ccccc21	-3	0.0	0.5	2	17	-23	0	-3	3
COCCOC(=O)C1=C(C)NC(=O)NC1c1ccc(-c2cc(Cl)ccc2Cl)o1 (configuration not stated)	9	0.3	2.1	4	-12	-2	6	3	-13
Cc1ccccc1N1C(=O)C(Oc2ccc(Cl)cc2)C1CNC(C)(C)C (configuration not stated)	1	-0.1	0.8	-2	8	-11	3	-2	-2
COc1ccccc1OC(=O)c1ccc(S(=O)(=O)N(C)C)cc1	0	-0.1	1.8	-3	1	0	1	0	-1
